Bioassay records from PubChem BioAssay.
USP1-UAF1 inh: blocks the human USP1/UAF1 deubiquitinase complex; O94782; Potency, µM (series often up to 57.1 µM), for the others: at the top dose activity change, negative = inhibition, usual class: inhibitors; AID 743255; hit rate 0.23% among 390,000; recombinant USP1/UAF1, Ub-Rhodamine cleavage fluorescence; also: potency is read from the fitted curve at half-maximal effect; % is scaled to controls: 0 for no effect and ±100 for the full control effect; nearly all actives have a fitted effect of over 60% in size; inactives centre near -12
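USP1/UAF1 complex at 1 nM was preincubated with compound for 15 min at room temperature, then Ub-Rho substrate (150nM final) was added. Fluorescence (480/540 nm) was read kinetically, 6 reads every 60 seconds.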
TRHR PAM: allosterically enhances the human TRH receptor | P34981 | TRHR cells, fluo-8 calcium fluorescence, EC20 TRH enhancement | enhancement, % at 2 µM | hit rate 0.66% among 360,000 | AID 493056; in the data active = enhancement above about 30%; also: 0% is about no effect
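Enhancer read-out: after compound pinning and an initial kinetic agonist-mode read, an EC20 of TRH (10 nM final) was injected and fluo-8 calcium signal (Ex 480/Em 530) followed at 1 s/cycle for 100 cycles in TRHR-expressing cells.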
IDH1 R132H inh: human IDH1 R132H inhibition. O75874. Potency, µM (top dose mostly 76.6 µM), without a hit: at the highest dose activity change, negative = inhibition, usual class: inhibitors. IDH1-R132H enzyme, NADPH consumption, diaphorase/resazurin fluorescence. hit rate 0.093% among 390,000; also: potency is read from the fitted curve at half-maximal effect; % is scaled to controls: 0 for no effect and ±100 for the full control effect; nearly all actives have a fitted effect of over 65% in size
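IDH1-R132H (0.5 ug/mL dispensed) in pH 7.5 Tris buffer was preincubated 30 min with compound, then given a substrate mix of 0.016 mM NADPH and 2 mM alpha-KG for 80 min at room temperature; remaining NADPH was read by diaphorase/resazurin fluorescence.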
TRHR ag: TRH receptor (human) agonism | P34981 | hit rate 0.18% among 360,000 | TRHR cells, calcium flux fluo-8, FDSS agonist mode | activation, % at 2 µM; in the data active = activation above about 30%; also: 0% is about no effect
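Fluo-8-loaded TRHR cells; 10 s baseline, compound added, kinetic Ca2+ fluorescence read 1/s, agonist mode.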
PI4K2A block: blocks human PI4K2A kinase activity | hit rate 0.13% among 420,000 | Q9BTU6 | activity change, negative = inhibition, % at 76.9 µM | purified PI4K2A, ADP-Glo luminescence, 1 h; hits give low values | AID 1346378; in the data active = activity change below about -50%; inconclusive = mostly about -30% to -49%;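 also: -100% = wells without enzyme as full effect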
Target sequence (Q9BTU6 whole entry, looked up): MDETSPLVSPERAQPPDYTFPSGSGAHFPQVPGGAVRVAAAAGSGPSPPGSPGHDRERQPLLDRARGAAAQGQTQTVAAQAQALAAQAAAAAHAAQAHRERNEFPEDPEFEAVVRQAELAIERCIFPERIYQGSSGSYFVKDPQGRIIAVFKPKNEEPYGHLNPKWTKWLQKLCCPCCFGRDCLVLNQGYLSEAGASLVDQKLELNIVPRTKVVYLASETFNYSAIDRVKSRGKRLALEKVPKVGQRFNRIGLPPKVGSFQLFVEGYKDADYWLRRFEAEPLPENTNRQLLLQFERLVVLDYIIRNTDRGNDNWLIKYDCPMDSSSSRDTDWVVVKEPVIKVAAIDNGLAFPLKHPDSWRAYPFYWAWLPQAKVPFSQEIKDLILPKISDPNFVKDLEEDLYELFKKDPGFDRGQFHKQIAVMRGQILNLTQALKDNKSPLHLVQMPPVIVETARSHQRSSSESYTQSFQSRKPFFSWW
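PI4K2A activity was measured by ADP-Glo luminescence: enzyme (4 ug/mL stock) and phosphatidylinositol (1.2 mM stock) in Tris pH 7.5/MgCl2/EGTA/Triton X-100 buffer were reacted with ATP (300 microM stock) for one hour at ambient temperature.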
D2 ag: activates the human D2 dopamine receptor; hit rate 0.53% among 340,000; AID 485358; HEK293 T-REx D2 cells, calcium flux agonist mode; activation, % at 2 µM;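 active = activation over 3 SD above normal in the single-dose calcium agonist read, cut at about 30% in these data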; also: 0% is about no effect
Target sequence (P14416 whole entry, looked up): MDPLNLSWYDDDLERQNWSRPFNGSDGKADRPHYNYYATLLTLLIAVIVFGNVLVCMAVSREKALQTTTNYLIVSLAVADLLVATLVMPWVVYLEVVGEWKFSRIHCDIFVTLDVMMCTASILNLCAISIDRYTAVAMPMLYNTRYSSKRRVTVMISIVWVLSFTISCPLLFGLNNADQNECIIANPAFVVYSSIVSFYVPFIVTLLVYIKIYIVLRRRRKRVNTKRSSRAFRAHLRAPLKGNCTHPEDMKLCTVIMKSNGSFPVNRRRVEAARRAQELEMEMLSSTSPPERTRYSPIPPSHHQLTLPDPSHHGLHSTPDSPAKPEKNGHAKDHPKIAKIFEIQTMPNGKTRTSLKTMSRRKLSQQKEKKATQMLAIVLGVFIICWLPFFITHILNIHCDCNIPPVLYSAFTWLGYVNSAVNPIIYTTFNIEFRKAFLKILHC
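In this primary screen, compounds producing a positive calcium signal within 180 s of addition to tetracycline-induced, force-coupled HEK293 Trex D2 cells are flagged; cells are dye-loaded with a no-wash calcium kit beforehand.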
TrxR1 substrate: substrates of rat thioredoxin reductase 1 | AID 588456 | Potency, µM (titrated, usually from 114 µM), without a hit: at the top dose activity change, negative = substrate turnover | hit rate 0.01% among 390,000 | purified TrxR1 substrate turnover, NADPH consumption readout | O89049; also: potency is read from the fitted curve at half-maximal effect; % is scaled to controls: 0 for no effect and ±100 for the full control effect; nearly all actives have a fitted effect of over 50% in size
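Rat TrxR1, dispensed at 90 nM, was prereduced with 400 uM NADPH (final) for 5 min at ~22 deg C, then incubated with compound 15 min before 400 uM selenite. A first-read NADPH fluorescence drop versus no-compound background flagged substrates.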
rTrxR1 inhibitor: rat TrxR1 inhibition. O89049. recombinant rTrxR1, NADPH fluorescence consumption, selenite substrate. Potency, µM (highest dose often 114 µM), inactives show at the top dose activity change, negative = inhibition, hits mostly inhibitors. hit rate 1% among 390,000. AID 588453; also: potency is read from the fitted curve at half-maximal effect; % is scaled to controls: 0 for no effect and ±100 for the full control effect; nearly all actives have a fitted effect of over 65% in size
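Rat TrxR1 (90 nM in the dispensed reagent) was pre-reduced with 400 uM NADPH for 5 min at room temperature, then incubated with compound for 15 min. After 400 uM selenite was added, NADPH fluorescence (Ex 340/Em 450 nm) was followed for 8 min.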
D2 antagonist: antagonists of human D2 dopamine receptor. HEK293 TREx D2 cells, calcium flux, dopamine EC80. inhibition, % at 10 µM. AID 485344. hit rate 2% among 340,000; in the data active = inhibition above about 30%; also: 0% is about no effect
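Inhibition of EC80 dopamine-driven calcium flux, recorded kinetically, defines activity here; cells are a tetracycline-induced HEK293 T-REx line expressing force-coupled D2.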
* marks the source's active call; other numbers are inactive results; ? = inconclusive; nt = no result given; [ ] = remark or other dose. Unless noted, calls follow the shape of the dose curve; as a rule, active = well fitted inhibition curve with a large enough effect; inconclusive = small, poorly fitted or top-dose-only effect; inactive = no such curve, though single readings can be large or run the other way.

Value order – TRHR PAM	PI4K2A block	IDH1 R132H inh	D2 antagonist	TRHR ag	TrxR1 substrate	D2 ag	USP1-UAF1 inh	rTrxR1 inhibitor
1: COc1ccc(NC(=O)NNC(=O)c2ccc(-c3ccccc3)cc2)c(OC)c1
    8.0	-3.3	3.4%	-10.4	-0.5	0.3%	-1.0	-14.4%	11.1%
2: COc1cc([N+](=O)[O-])ccc1NC(=O)C1CCCN(S(C)(=O)=O)C1 (stereo unspecified)
    10.2	3.1	3.5%	-16.1	-0.7	-7.3%	0.0	-22.5%	1.6%
3: O=C(O)CSCC(=O)N1CCCCC1
    -1.4	1.4	6.9%	14.3	-0.7	-6.8%[57.1 µM]	-0.1	-18.5%	24.2%[57.1 µM]
4: c1ccc(-c2nc(-c3ccco3)cs2)nc1
    1.5	-5.3	5.2%	-9.9	-0.3	16.0%	-1.1	-21.1%	17.8µM*
5: COc1cccc(CNC(=O)C2CCCN(C(=O)c3ccc(Cl)cc3)C2)c1 (stereo unspecified)
    5.1	-2.1	2.4%	-8.7	-0.2	0.9%	0.2	-19.3%	24.7%
6: CCN1C(=O)c2ccccc2S(=O)c2ccc(C(=O)N3CCN(c4cc(Cl)ccc4C)CC3)cc21 (stereo unspecified)
    -1.7	-2.0	12.0%	nt	0.2	3.7%	0.5	-17.1%	16.3%
7: CCC1(C)OC(=O)NN(c2ccc(C)cc2)C1(C)O (stereo unspecified)
    2.8	4.9	-0.5%	-13.4	0.5	-9.7%	0.9	-8.7%	-13.6%
8: CCOC(=O)N1CCN(C(=O)C2CCN(S(=O)(=O)N(CC)CC)CC2)CC1
    4.4	-6.1	7.1%	3.5	0.7	-2.8%	0.1	1.1%	5.3%
9: O=C(C[n+]1ccc(C(=O)NCc2ccccc2)cc1)c1ccc(Cl)cc1
    4.2	-0.7	-0.4%	11.1	0.3	-4.3%	0.5	-11.5%	-20.1%
10: Fc1ccccc1CSc1nnc(Cn2cnc3ccccc32)n1-c1ccccc1
    1.0	7.8	1.5%	17.6	-0.3	2.9%[57.1 µM]	-0.6	-9.7%	-14.4%[57.1 µM]
11: Cc1cccc(Cn2nc(C)cc2NC(=O)Cn2cc([N+](=O)[O-])cn2)c1
    -0.6	7.1	0.0%	-0.4	-0.7	5.5%	0.3	?	18.0%
12: COc1ccc(S(=O)(=O)N2N=C(c3cccc(NS(C)(=O)=O)c3)CC2c2ccco2)cc1 (stereo unspecified)
    -0.4	-2.1	2.9%	9.7	0.4	13.6%	-1.2	-21.4%	31.8%[activator]
13: Cn1nnnc1SCCNCc1ccccc1Cl
    -2.7	0.5	3.8%	nt	-1.5	-0.2%	-0.2	-21.0%	20.7%[11.4 µM]
14: COCCc1nn2c(=O)cc(COC(=O)c3ccc(OC)c(OC)c3)nc2s1
    -2.9	-4.0	13.5%	nt	0.6	0.6%[57.1 µM]	nt	-2.2%	6.8%[57.1 µM]
15: CC1CCCC(NC(=O)c2cn(C)c3ccc(S(=O)(=O)N4CCCC4)cc3c2=O)C1C (stereo unspecified)
    -8.1	nt	nt	30.8*	0.8	nt	0.5	nt	nt
16: Cc1cccc(C)c1OCCNC(=O)CCC(=O)c1ccccc1
    11.6	3.1	3.5%	-2.1	-1.1	8.3%[57.1 µM]	-0.7	-18.9%	5.6%[57.1 µM]
17: CCCCCNC(=O)c1cc(S(=O)(=O)N2CCCCC2)ccc1F
    -4.6	1.1	0.7%	-20.0	-0.5	2.6%	0.1	?	11.4%
18: COC(=O)C(Cc1c[nH]c2ccccc12)N1CCS(=O)(=O)CC1 (stereo unspecified)
    -1.2	-3.8	5.2%	-3.2	0.5	9.4%[57.1 µM]	2.4	-11.5%	8.7%[57.1 µM]
19: O=C(OCCN=C1NS(=O)(=O)c2ccccc21)c1ccncc1
    -11.3	4.7	4.9%	15.0	0.1	5.2%[57.1 µM]	-0.6	-0.7%	-7.0%[57.1 µM]
20: CN1CCN(C(=O)/C(=C/c2ccc(F)cc2)NC(=O)c2ccccc2)CC1
    -0.2	5.6	1.0%	12.0	0.2	-2.9%	0.9	-2.6%	5.7%
21: NS(=O)(=O)c1ccc(CNC(=O)CCC2CCCCC2)cc1
    -6.1	1.4	-1.0%	-10.4	-0.9	-2.5%	-1.1	3.5%	-1.8%
22: CC(Oc1ccc2c3c(c(=O)oc2c1)CCC3)C(=O)N[C@@H](Cc1ccccc1)C(=O)O (stereo partly specified)
    -1.6	-2.2	-13.1%	-7.5	-1.7	41.4%[activator]	0.3	-17.6%	8.2%
23: CC(c1ccccc1)N1CCc2[nH]c(=S)[nH]c(=O)c2C1 (stereo unspecified)
    -1.6	1.2	5.1%	-5.3	-0.3	-0.7%	0.5	-24.4%	-18.1%
24: O=C(N/N=C/c1ccc(Br)s1)c1ccco1
    -3.4	6.7	0.4%	6.6	0.0	-5.2%	17.3	-9.4%	?
25: Clc1ccc(Cl)c(OCCN2CCCC2)c1
    0.2	5.6	-8.6%	46.7*	0.0	-0.9%	0.8	-7.0%	9.3%
26: Cc1nc2cc3sc(C)nc3cc2s1
    -2.2	-3.6	-10.1%	nt	-0.1	3.4%	nt	-6.6%	7.4%
27: CCNC(=O)N(CC)C[C@H]1N[C@@](Cc2ccccc2)(C(=O)OC)[C@H]2C(=O)N(C)C(=O)[C@@H]12
    nt	0.9	1.7%	nt	nt	6.1%	nt	-23.9%	15.2%
28: CC(C)c1ccc(NC(=O)c2ccc3c(c2)C(=O)N(Cc2cccnc2)C3=O)cc1
    -21.6	4.4	5.7%	-8.7	-0.9	-0.4%	-1.0	-23.3%	9.2%
29: CC(=O)OC1(C(C)=O)CCC2C3CC(C(F)(F)F)C4=CC(=O)CCC4(C)C3CCC21C (stereo unspecified)
    nt	-3.9	-4.3%	nt	nt	0.4%	nt	-0.4%	15.8µM*
30: O=C(NCC(c1cccs1)S(=O)(=O)c1cccs1)c1ccc(Cl)cc1 (stereo unspecified)
    -1.5	1.8	-18.0%	nt	-0.1	-1.7%[57.1 µM]	-0.1	-26.2%	-3.0%[57.1 µM]
31: C=CCNC(=O)c1ccc2c3n(nc2c1)-c1ccc(Cl)cc1CO3
    nt	-2.2	19.5%	nt	nt	18.0%	nt	-18.8%	24.3%[57.1 µM]
32: CCC(=O)c1cn(CC(=O)O)c2ccccc12
    -6.9	-6.2	11.9%	-34.8	1.3	9.2%[57.1 µM]	-0.6	?	14.2%[57.1 µM]
33: Cc1cc(C)n(CC(=O)NCc2ccccc2)c(=O)c1C#N
    2.1	-5.2	2.4%	-9.5	0.2	-2.1%	1.0	-0.2%	41.3%[2.29 µM]
34: Cc1ccc(OCc2ccoc2C(=O)O)cc1C
    -1.2	-0.5	3.8%	30.2*	-0.2	-2.7%	-0.8	-4.2%	3.6%[57.1 µM]
35: COc1cc(CNc2ncn[nH]2)ccc1OCc1cccc(C)c1
    11.2	-3.6	-0.4%	-22.4	0.0	1.4%	-0.2	-6.3%	4.9%
36: CON(C)c1nc(OCCNC(=O)OCc2ccc(Cl)cc2C)nc(N(C)C)n1
    -3.8	7.5	3.3%	-29.4	-0.7	-6.1%	-1.3	-2.3%	3.4%
37: CN(C)/C=C1\C(=O)N(C)N=C1C(F)(F)F
    5.4	-2.9	7.1%	15.5	1.2	0.4%	0.3	-20.3%	21.9%
38: COc1ccc(Cl)cc1NC(=O)COC(=O)C1CC1
    -4.2	-2.9	-5.3%	-4.6	-0.4	-2.3%	0.5	0.1%	15.4%
39: COc1ccc(S(=O)(=O)Oc2ccc3ccccc3c2)cc1
    -5.0	4.3	6.9%	1.5	0.4	-8.7%	-0.9	-13.7%	-11.5%
40: CC(C)(C)C1=C(C#N)C(c2cc3c(cc2Br)OCO3)C(C#N)=C(N)O1 (stereo unspecified)
    -2.9	2.0	2.0%	-8.8	3.0	3.9%	-0.3	-27.8%	?

Entries shown so far that contain an aryl thioether with sulfur outside any ring (2):
Value order – TRHR PAM	PI4K2A block	IDH1 R132H inh	D2 antagonist	TRHR ag	TrxR1 substrate	D2 ag	USP1-UAF1 inh	rTrxR1 inhibitor
10: Fc1ccccc1CSc1nnc(Cn2cnc3ccccc32)n1-c1ccccc1
    1.0	7.8	1.5%	17.6	-0.3	2.9%[57.1 µM]	-0.6	-9.7%	-14.4%[57.1 µM]
13: Cn1nnnc1SCCNCc1ccccc1Cl
    -2.7	0.5	3.8%	nt	-1.5	-0.2%	-0.2	-21.0%	20.7%[11.4 µM]

Additional structures.
Value order – TRHR PAM	PI4K2A block	IDH1 R132H inh	D2 antagonist	TRHR ag	TrxR1 substrate	D2 ag	USP1-UAF1 inh	rTrxR1 inhibitor
41: Cc1cccc(C(=O)OCC(=O)c2cccc(Br)c2)c1O
    -0.9	2.0	-0.7%	-10.9	2.0	7.3%	1.3	-19.8%	24.1%
42: COc1ccc(S(=O)(=O)N(CC(=O)NCc2cccnc2)Cc2ccccc2)cc1
    0.8	-1.1	0.9%	-15.5	0.0	-3.1%	-1.4	-10.7%	22.1%[57.1 µM]
43: CCN(CC)CCCNC(=S)N1CCN(c2nc3ccccc3n2CC)CC1
    1.1	-6.1	13.3%	47.7*	0.0	6.3%	1.8	-13.4%	12.1%
44: COC/C=C/C1=CC2=CC(=O)C(C)(OC(=O)c3cnc4ccccc4n3)C(=O)C2=CN1C1CCCCC1 (stereo unspecified)
    5.6	nt	nt	-5.6	-0.5	nt	0.7	nt	nt
45: CC(C)C(=O)Nc1cc(S(=O)(=O)N2CCOCC2)ccc1N1CCCCC1
    nt	6.1	-3.8%	nt	nt	3.3%	nt	-0.1%	19.2%
